TDP-43 yeast inh – TDP-43 toxicity inhibition in yeast | TDP-43 expressing yeast growth rescue, BacTiter-Glo, 24 h | Potency, µM (titrated, usually from 46.1 µM), for the others: at the highest dose growth rescue (activation), most hits filed as activators | hit rate 1.8% among 410,000; also: potency is read from the fitted curve at half-maximal effect; % of control where 0% means no effect; nearly all actives have a fitted effect of over 50% in size
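Galactose-induced TDP-43 yeast, OD600=0.02, compound pinned; 24 hr, 30 deg C; BacTiter-Glo luminescence for growth. Inhibitors of TDP-43 toxicity read as activators.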
KB-V1 cytotox – KB-V1 MDR subline cytotoxicity; KB-V1 MDR cells viability, CellTiter-Glo, 72 h; AID 1347076; Potency, µM (titrated, usually from 46.1 µM), without a hit: at the top dose activity change, negative = cytotoxicity, usual class: cytotoxic; hit rate 3.4% among 400,000; also: potency is read from the fitted curve at half-maximal effect; % is scaled to controls: 0 for no effect and ±100 for the full control effect; nearly all actives have a fitted effect of over 60% in size
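Drug-selected KB-V1 cells, grown in DMEM lacking phenol red with 10% FBS, receive compound titrations; after three days at 37 degrees C, surviving cell ATP is quantified by CellTiter-Glo luminescence and responses normalized and curve-fitted.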
aSyn yeast inh – alpha-synuclein toxicity inhibition in yeast. Yeast expressing alpha-synuclein, growth rescue, BacTiter-Glo, 24 h. hit rate 0.14% among 370,000. AID 652106. Potency, µM (titrated, usually from 46.1 µM), for inactives: at the top dose growth rescue (activation), most hits filed as activators; also: potency is read from the fitted curve at half-maximal effect; % of control where 0% means no effect; nearly all actives have a fitted effect of over 65% in size
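Galactose-induced alpha-syn yeast (OD600=0.02, raffinose-pregrown) + pinned cpd, 24 hr, 30 deg C; growth by BacTiter-Glo luminescence. Growth restoration scores as activation.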
PTHR1 ag – PTHR1 (human) receptor agonism. hit rate 0.075% among 410,000. Potency, µM (doses to about 115 µM), inactives show at the highest dose activation, hits mostly activators. HEK293 GP2 PTHR1 cells, GloSensor cAMP luminescence, 1 h. Q03431. AID 743266; also: potency is read from the fitted curve at half-maximal effect; nearly all actives have a fitted effect of over 55% in size; some results filed as inactive show a strong effect at the top dose; inactives centre near -15; many of its hits are not listed in these tables
Target sequence (Q03431 whole entry, looked up): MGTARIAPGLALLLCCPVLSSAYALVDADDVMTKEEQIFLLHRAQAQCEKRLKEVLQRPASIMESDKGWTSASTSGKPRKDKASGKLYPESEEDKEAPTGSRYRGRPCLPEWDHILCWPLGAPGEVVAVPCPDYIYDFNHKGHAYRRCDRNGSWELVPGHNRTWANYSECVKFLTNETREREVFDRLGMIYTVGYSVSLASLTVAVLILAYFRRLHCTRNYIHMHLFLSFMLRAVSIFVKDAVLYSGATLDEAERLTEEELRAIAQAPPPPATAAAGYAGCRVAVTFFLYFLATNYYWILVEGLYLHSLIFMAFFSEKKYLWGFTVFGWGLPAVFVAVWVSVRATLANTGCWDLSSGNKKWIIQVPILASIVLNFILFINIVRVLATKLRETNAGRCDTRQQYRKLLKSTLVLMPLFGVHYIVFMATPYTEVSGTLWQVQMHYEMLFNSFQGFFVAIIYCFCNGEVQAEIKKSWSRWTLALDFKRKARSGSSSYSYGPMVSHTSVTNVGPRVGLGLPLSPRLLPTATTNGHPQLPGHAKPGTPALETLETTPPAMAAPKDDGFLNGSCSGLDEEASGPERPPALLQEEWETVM
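HEK-293-derived GP2 cells expressing PTHR1 and a GloSensor cAMP reporter, 3,000/well, plated overnight, given luciferin plus IBMX (each 0.5 mM as added) for 1 h at 37 °C, then compound for 1 h at 37 °C. Luminescence was read after 15 min at room temperature.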
D3 antag – antagonists of human D3 dopamine receptor; P35462; D3R cells, DiscoveRx beta-arrestin luminescence, antagonist mode; active compounds read low; max response, negative = inhibition, %; hit rate 2.5% among 360,000; in the data active = max response below about -50%; inconclusive = no clear call, values can overlap the other calls; also: % is scaled to controls: 0 for no effect and ±100 for the full control effect; mostly tested at two doses, the higher about 12 µM
Target sequence (P35462 whole entry, looked up): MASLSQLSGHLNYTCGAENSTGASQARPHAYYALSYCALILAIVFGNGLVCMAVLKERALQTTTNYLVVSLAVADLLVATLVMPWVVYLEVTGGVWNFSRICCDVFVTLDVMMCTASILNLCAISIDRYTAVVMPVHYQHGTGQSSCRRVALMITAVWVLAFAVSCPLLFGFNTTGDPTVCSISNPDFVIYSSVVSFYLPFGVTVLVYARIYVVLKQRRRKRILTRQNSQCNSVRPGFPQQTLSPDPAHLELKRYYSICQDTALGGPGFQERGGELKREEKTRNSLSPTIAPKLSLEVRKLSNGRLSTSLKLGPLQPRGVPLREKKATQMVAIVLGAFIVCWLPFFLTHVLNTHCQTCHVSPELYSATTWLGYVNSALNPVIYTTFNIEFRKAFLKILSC
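Cells plated overnight at 1500 cells/well, then exposed to library compounds with dopamine controls for 90 minutes at 37 degrees C. DiscoveRx reagent added for 30–60 minutes at room temperature; luminescence read, quantitative HTS format.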
GLP1R inv ag – acts as inverse agonist at human GLP-1 receptor | hit rate 1.6% among 410,000 | Potency, µM (titrated, usually from 38.3 µM), inactives show at the highest dose activity change, negative = inhibition, usual class: inhibitors | HEK293 GLP-1R CRE-luciferase, luminescence, 24 h; GLP-1R form is constitutively active | P43220; also: potency is read from the fitted curve at half-maximal effect; % is scaled to controls: 0 for no effect and ±100 for the full control effect; nearly all actives have a fitted effect of over 55% in size
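Readout was luciferase luminescence, measured 12 min after detection reagent at room temperature. Beforehand, GLP-1R reporter HEK293 cells had sat 12 h, then received compounds for 24 hr at 37 deg C.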
DRD3 agonist – D3 dopamine receptor (human) agonism; hit rate 0.58% among 410,000; max activation, %; D3R DiscoveRx beta-arrestin cells, luminescence, 90 min; in the data active = max activation above about 30%; also: 0% is about no effect; mostly tested at two doses, the higher about 12 µM
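Cells at 1500/well, incubated overnight, then treated with pinned compounds (dopamine as control) for 90 min at 37 degrees C. DiscoveRx reagent added for 30 - 60 minutes at room temperature; luminescence read.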
HEK293 tox – cytotoxic in the GLP-1 receptor inverse agonist counter-screen; Potency, µM (series often up to 38.3 µM), without a hit: top-dose activity change, negative = inhibition, hits mostly inhibitors; AID 624418; HEK293 cAMP-luciferase reporter cells, luminescence, 24 h; hit rate 0.13% among 410,000;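 also: loss of luciferase light is scored as toxicity; potency is read from the fitted curve at half-maximal effect; % is scaled to controls: 0 for no effect and ±100 for the full control effect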
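Compound-treated cells are incubated 24 hr at 37 deg C under 5% CO2 after a 12 hour attachment period, then luciferase detection reagent is added and luminescence is measured following 12 min at room temperature; lowered signal indicates toxicity.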
GLP1R ag – agonists of human GLP-1 receptor; P43220; HEK293 GLP-1R CRE-luciferase, luminescence, 4-6 h; cells express a hypersensitive GLP-1R form; Potency, µM (doses to about 45.6 µM), without a hit: at the highest dose activation, usual class: activators; hit rate 0.007% among 380,000; also: potency is read from the fitted curve at half-maximal effect; % of control where 0% means no effect
* marks the source's active call; other numbers are inactive results; i = inactive; u = inconclusive; x = not tested or not shown; & = joins results of further samples; [ ] = another dose, or the depositor's remark. Unless noted, calls follow the shape of the dose curve; as a rule, active = well fitted curve in the direction sought with a large enough effect; inconclusive = small, poorly fitted or top-dose-only effect, or another doubt; inactive = no such curve, though single readings can be large; an effect the other way counts as inactive or inconclusive. A portion of the library; count on the stated rates, not on these rows.

| item | compound | TDP-43 yeast inh | KB-V1 cytotox | aSyn yeast inh | PTHR1 ag | D3 antag | GLP1R inv ag | DRD3 agonist | HEK293 tox | GLP1R ag |
| --- | --- | --- | --- | --- | --- | --- | --- | --- | --- | --- |
| 1 | O=S(=O)(c1ccccc1)N1CCN(c2nc(-c3cccnc3)nc3ccccc23)CC1 | 0% | u | 1% | i | 54 | 42%[activator] | -5 | 1% | 6% |
| 2 | COc1ccc(OC)c(C2CC(=O)Nc3c2c(=O)n(C)c2ncnn32)c1 (stereo not given) | -17% | -24% | 1% | -1% | x | 12% | -17 | 6% | 1% |
| 3 | O=C(Cn1cc(S(=O)(=O)Cc2ccc(F)cc2)c2ccccc21)NCc1ccccc1 | 9% | -7% | x | i | x | -9% | -15 | 8% | x |
| 4 | CCNc1nc(NCC)nc(N(C)n2cnnc2)n1 | -20% | -3% | -11% | -14%[57.5 µM] | 5 | 17% | 8 | 7% | -7% |
| 5 | CCOC(=O)C1=C(CNCc2ccccc2Cl)NC(=O)NC1c1ccc2c(c1)OCO2 (stereo not given) | 1% | 2% | 14% | -18%[57.5 µM] | 6 | u | 3 | -22% | 4% |
| 6 | CC1(C)Cc2cccc(OCC(=O)OCC(=O)Nc3cccc(S(N)(=O)=O)c3)c2O1 | 6% | -2% | 3% | i | 8 | 8% | 10 | 0% | -2% |
| 7 | O=C(COC(=O)c1cnccn1)Nc1ccccc1-c1ccccc1 | 19% | 3% | 6% | i | -16 | -4% | -4 | 0% | 4% |
| 8 | Cc1sc(NC(=O)c2cccnc2)nc1-c1ccccc1 | 11% | -1% | 0% | -40% | 5 | 16% | 1 | 1% | -1% |
| 9 | O=C(Cc1ccccc1)NCC(=O)Nc1ccc(OC(F)(F)F)cc1 | -18% | 19% | -3% | -2% | 10 | -14% | -2 | -3% | 3% |
| 10 | O=C(C[n+]1cccc(CNC(=O)c2ccc(OC(F)F)cc2)c1)Nc1ccccc1Cl | 0% | -11% | -1% | i | -17 | 9% | -6 | -1% | -3% |
| 11 | Cc1cccc(N(C)c2cc(C)nc3nc(C)nn23)c1 | 18% | u | 6% | -17% | u | -17% | 0 | -16% | 11% |
| 12 | Cc1ccc(NC(=O)CN2C(=O)CCc3cc(S(=O)(=O)N4CCOCC4)ccc32)cc1N(C)C | 25% | u | x | -31%[inhibitor] | x | 1% | 3 | -1% | x |
| 13 | O=C(CN1CCCCCCC1)Nc1ccc(Cl)cc1Cl | -7% | -25% | 6% | -14% | 1 | -20% | 1 | 8% | 17% |
| 14 | O=C(COc1ccc(/C=N/NC(=O)c2ccncc2)cc1)Nc1ccccc1 | -2% | 5% | -3% | -4% | -4 | 30% | -8 | -10% | 23% |
| 15 | C=CC[C@@H](CC(=O)NCCO)C(=O)N[C@@H](COC(=O)[C@@H](CC=C)CC(=O)OC(C)(C)C)Cc1ccccc1 | 16% | 26% | 0% | -19% | 0 | 5% | -4 | 9% | -3% |
| 16 | CCOc1ccc(NC(=O)N2CCC(NC(=O)c3ccco3)CC2)cc1 | 10% | 4% | 0% | i | 18 | 0% | 0 | 2% | -11% |
| 17 | Cc1c(CCC(=O)O)c(=O)oc2c(C)c3occ(-c4ccc(Br)cc4)c3cc12 | 6% | 25% | 9% | -10% | -4 | 44%[activator] | 15 | -7% | 1% |
| 18 | CCOC(=O)c1ccc(NC(=S)NCc2cccnc2)cc1 | -14%[0.397 µM] | 4% | 3% | -26% | -10 | 3% | 16 | 3% | 9% |
| 19 | Cc1ccc(NC(=O)Cn2c(=O)c3ccccc3n3nncc23)cc1 | 3% | 10% | x | -27% | x | 4% | -6 | 12% | 1% |
| 20 | CC1=C(C(=O)N(C)C)CC(CC(=O)NC2CC2)C(=O)N1Cc1ccccc1 (stereo not given) | 17% | 1% | 9% | -14% | 4 | 5% | 0 | 1% | -1% |
| 21 | CC(C)(C#N)Nn1cnnc1 | -3% | 0% | -8% | i | -13 | -1% | 4 | -30% | 5% |
| 22 | CCCCc1nnc(NC(=O)CN2C(=O)NC3(CCCCC3)C2=O)s1 | -18% | 4% | -6% | -7% | -11 | -4% | -17 | 9% | 2% |
| 23 | CC1CCCN(S(=O)(=O)c2ccc(NC(=O)C3CCN(C(=O)c4ccco4)CC3)cc2)C1 (stereo not given) | -1% | u | -1% | i | 1 | u | 2 | -11% | 8% |
| 24 | Cc1cc(Br)cnc1NC(=S)Nc1ccc(F)cc1F | x | -16% | 4% | -26% | 26 | u | 9 | u | -3% |
| 25 | O=C(N/N=C/C=C/c1ccc2c(c1)OCO2)C(O)c1ccccc1 (stereo not given) | 0% | -5% | -6% | i | -2 | -59% | 5 | -12% | 0% |
| 26 | Nc1cccc(C(=O)OCC(=O)NC2CCCc3ccccc32)c1 (stereo not given) | 0% | -7% | 8% | -18% | 12 | u | 1 | 0% | -4% |
| 27 | Cc1ccc(C(=O)N/C(=C\c2ccc(-c3ccc(Cl)cc3)o2)C(=O)NCCCN(C)C)cc1 | -8% | 0% | -6% | -29% | -21 | u | -4 | u | 21% |
| 28 | O=C(N/C(=C\c1ccc(Br)cc1)C(=O)N1CCCC1)c1ccccc1F | 19%[9.22 µM] | u | 4% | -20% | 0 | -5% | 8 | 0% | 12% |
| 29 | Cc1ccc(NCc2cccn2-c2nnc(N3CCC(C(=O)NC(C)C)CC3)s2)cc1 | 6% | x | x | -69%[inhibitor] | x | -19% | 4 | -15% | x |
| 30 | COc1ccc(N2C(=O)c3cccc4c(N(C)CCO)ccc(c34)C2=O)cc1 | 14% | -30% | 2% | -31%[inhibitor] | 0 | 6% | -4 | 54%[activator] | 11% |
| 31 | CCOC(=O)c1cc(NC(=O)Nc2cc(C)ccn2)c(C)nc1C | 19%[9.22 µM] | -31% | -2% | -23% | 6 | 48%[activator] | -1 | -1% | 10% |
| 32 | O=C(Cn1nc(-c2cccc([N+](=O)[O-])c2)c2ccccc2c1=O)Nc1cccnc1 | -4% | -5% | x | -5% | -10 | 36%[activator] | 1 | -20% | 2% |
| 33 | COc1ccc(NC(=S)NCc2ccc(F)cc2)cc1 | u | -14% | 0% | i | 8 | -11% | 1 | -9% | 13% |
| 34 | Cc1csc2ncc(C(=O)NCc3ccco3)c(=O)n12 | -12% | 13% | -1% | -3%[57.5 µM] | 5 | 13% | 3 | 0% | 7% |
| 35 | CC1(C(=O)N(CC(=O)NC2CCCC2)Cc2ccc(Cl)cc2)CC(=O)N=C2C=CC=CN21 (stereo not given) | u | 5% | 2% | i | 3 | 30% | 1 | 6% | 0% |
| 36 | Cc1cc(/C=C(\C#N)C(=O)O)c(C)n1CC1CCCO1 (stereo not given) | 28% | 5% | -2% | i | 13 | 21% | 1 | -1% | -1% |
| 37 | CCn1c(CCNC(=O)c2ccc(Cl)cc2Cl)n[nH]c1=S | 0% | 1% | 0% | i | u | 19% | -22 | 1% | -6% |
| 38 | CC1CC(=O)N(CC(=O)NCc2ccc(F)cc2)c2ccccc2S1(=O)=O (stereo not given) | -11% | 0% | 7% | i | 7 | 5% | 7 | -3% | -4% |
| 39 | Cc1cccc(C)c1NC(=O)CN(C)C(=O)c1cc(S(=O)(=O)N(C)C)ccc1N1CCCC1 | 2% | -21% | 0% | i | 12 | 4% | -18 | 14% | 0% |
| 40 | Cc1ccc(-c2nc3ncccc3o2)cc1NC(=O)c1cc2ccccc2o1 | -14% | 3% | -3% | -1% | 86 | 1% | 3 | -9% | -6% |
| 41 | CCc1cccc(NC(=O)C2CCCN(S(=O)(=O)c3cccs3)C2)c1 (stereo not given) | 4%&28% | u | 5% | -15%&-47% | -2 | 10µM* | 0&-11 | -12%&-19% | 18%&0% |
| 42 | COc1ccc(Cl)cc1C(=O)Nc1ccc(CN2CCCCC2)cc1 | -12% | 11% | 12% | i | -7 | u | -10 | -12% | 27% |
| 43 | COc1ccc(NS(=O)(=O)c2cc(NC(=O)c3ccccn3)ccc2OC)cc1Br | 3% | 14% | 17% | -17% | -51* | -9% | -2 | -16% | 2% |
| 44 | CC(C)Oc1cccc(C(=O)Nc2ccc(CN3CCOCC3)cc2)c1 | -25% | u | -5% | i | u | 0% | -19 | -6% | -1% |

Grouped by structure, the entries above containing a Cl atom.
| item | compound | TDP-43 yeast inh | KB-V1 cytotox | aSyn yeast inh | PTHR1 ag | D3 antag | GLP1R inv ag | DRD3 agonist | HEK293 tox | GLP1R ag |
| --- | --- | --- | --- | --- | --- | --- | --- | --- | --- | --- |
| 5 | CCOC(=O)C1=C(CNCc2ccccc2Cl)NC(=O)NC1c1ccc2c(c1)OCO2 (stereo not given) | 1% | 2% | 14% | -18%[57.5 µM] | 6 | u | 3 | -22% | 4% |
| 10 | O=C(C[n+]1cccc(CNC(=O)c2ccc(OC(F)F)cc2)c1)Nc1ccccc1Cl | 0% | -11% | -1% | i | -17 | 9% | -6 | -1% | -3% |
| 13 | O=C(CN1CCCCCCC1)Nc1ccc(Cl)cc1Cl | -7% | -25% | 6% | -14% | 1 | -20% | 1 | 8% | 17% |
| 27 | Cc1ccc(C(=O)N/C(=C\c2ccc(-c3ccc(Cl)cc3)o2)C(=O)NCCCN(C)C)cc1 | -8% | 0% | -6% | -29% | -21 | u | -4 | u | 21% |
| 35 | CC1(C(=O)N(CC(=O)NC2CCCC2)Cc2ccc(Cl)cc2)CC(=O)N=C2C=CC=CN21 (stereo not given) | u | 5% | 2% | i | 3 | 30% | 1 | 6% | 0% |
| 37 | CCn1c(CCNC(=O)c2ccc(Cl)cc2Cl)n[nH]c1=S | 0% | 1% | 0% | i | u | 19% | -22 | 1% | -6% |
| 42 | COc1ccc(Cl)cc1C(=O)Nc1ccc(CN2CCCCC2)cc1 | -12% | 11% | 12% | i | -7 | u | -10 | -12% | 27% |

Compound activity (PubChem)
